# PV pol inh: poliovirus RdRp elongation inhibitors, primary screen, biochemical, fluorescence polarization, total intensity | Genome polyprotein (Poliovirus type 1 (strain Mahoney)), P03300 | poliovirus polymerase elongation; active compounds read low | % elongation, % (compound at 16.7 µg/mL) | 150,000 compounds, 0.66% hits; in the data active = % elongation below about 90%; also: some results filed as inactive read as strong as hits
# Target sequence (P03300 1749-2209 limits assumed): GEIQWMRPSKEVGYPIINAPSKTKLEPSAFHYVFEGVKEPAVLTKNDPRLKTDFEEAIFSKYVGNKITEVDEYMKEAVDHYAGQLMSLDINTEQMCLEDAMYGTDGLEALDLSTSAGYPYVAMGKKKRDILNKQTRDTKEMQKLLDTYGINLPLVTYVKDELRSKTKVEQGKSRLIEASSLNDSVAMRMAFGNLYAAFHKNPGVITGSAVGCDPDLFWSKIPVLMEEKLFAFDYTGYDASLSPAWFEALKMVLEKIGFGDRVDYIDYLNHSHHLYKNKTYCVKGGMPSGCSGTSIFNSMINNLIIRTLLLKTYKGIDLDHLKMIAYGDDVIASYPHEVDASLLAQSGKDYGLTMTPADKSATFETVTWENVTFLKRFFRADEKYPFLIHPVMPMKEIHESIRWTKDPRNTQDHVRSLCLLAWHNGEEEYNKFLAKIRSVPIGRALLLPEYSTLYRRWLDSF
# PV pol inh FP z-score: also measured in PV pol inh; calls as there; z-score; measured here: FP z-score; hits read low
# The depositor's hits bear a star; & = joins results of further samples. Not all compounds are listed; rates above refer to the full screens.
# Second line of a record: PV pol inh | PV pol inh FP z-score
CCOC(=O)c1ccc(N=Cc2ccc(Cl)cc2)cc1
→ 106 | 0.3
O=C(NCc1ccccc1)NS(=O)(=O)c1ccccc1Cl
→ 100 | -0.3
O=C(/C=C/c1cccs1)N(CC1CCCO1)c1nc2ccccc2s1 (stereo not given)
→ 97 | -0.9
CN(C)S(=O)(=O)N1CCC(C(=O)Nc2ccccc2)CC1
→ 105 | 1.2
CCc1cc(C(=O)Cc2nc3ccccc3[nH]2)c(O)cc1O
→ 105 | 0.1
O=c1[nH]c(NC2CCN(S(=O)(=O)c3ccc(C(F)(F)F)cc3)CC2)nc2c1CCCC2
→ 105 | 1
CCS(=O)(=O)N1CCc2cc(C(=O)CSc3n[nH]c(=O)n3Cc3ccccc3)ccc21
→ 101 | -0.1
COC(=O)c1ccccc1COn1c(=O)c[n+]([O-])c2ccccc21
→ 99 | -0.7
COCC(C)Nc1ncnc2c1cnn2-c1cccc(Cl)c1 (stereo not given)
→ 101 | -1
CC(=O)NCCc1ccc(C(=O)CSc2nnc(C3CC3)n2C2CC2)cc1
→ 105 | 0.1
CCOc1ccc(-c2nnc(N3CCCCC3)c3ccccc23)cc1
→ 102 | 0.1
COc1ccc(CNC(=O)c2ccc(-c3nc(CS(=O)c4ccc(C)cc4)c(C)o3)cc2)cc1 (stereo not given)
→ 109 | 0.4
COc1cc(C(=O)Nc2ccc(NC(=O)c3ccc(Br)cc3)cc2)cc(OC)c1OC
→ 109 | 0.8
O=C(NC(c1ccccc1)c1ccccc1)C1CC1
→ 101 | 0.3
CC(=NCCSCc1nc[nH]c1C)c1c(C)[nH]n(-c2nc3ccccc3s2)c1=O
→ 103 | 0.5
CCCN(CCC)S(=O)(=O)c1c[nH]c(C(=O)OC)c1
→ 105 | 0.5
CC(C)CNc1ncnc2c1sc1nc(C(C)C)c3c(c12)CC(C)(C)OC3
→ 102 | 0.3
Ic1cccc(CSc2nnnn2-c2ccc3c(c2)OCO3)c1
→ 99 | -0.3
CCCc1ccc(-c2nc(NC(=O)CSCC(=O)Nc3cc(C)on3)sc2C)cc1
→ 101 | -0.4
CN(C)P1(=S)C2=C(N3CCCCC3)CC(C)(C)CC2=NN1c1ccccc1 (stereo not given)
→ 104 | 0.3
CCOc1ccc(S(=O)(=O)Nc2ccc3c(c2)N(C(C)=O)CCC3)cc1
→ 103 | -0.4
O=C(Cc1ccccc1)N/N=C/c1ccncc1
→ 100 | 0
O=C(CN1C(=O)/C(=C\c2ccc(F)cc2)Oc2ccccc21)N1CCCC1
→ 102 | 0.4
CCCC1CCC(c2ccc(OC(=O)c3cccnc3)cc2)CC1 (stereo not given)
→ 101 | -0.1
CC(=O)NCCn1c(SCC(=O)NCc2ccccc2)nc2ccccc2c1=O
→ 101 | -0.1
COc1ccc(C2=C(N3CCN(c4ccccn4)CC3)c3ccccc3C2=O)cc1
→ 102 | 0.3
CN(CC(=O)Nc1nnc(C2CC2)s1)S(=O)(=O)c1ccc(Cl)cc1
→ 104 | 0.1
Cc1cc(Nc2ccccc2)nn1C(=O)c1ccccc1
→ 103 | 0.3
Cc1c(Cl)cccc1NC(=O)CN1C(=O)COc2ccc(S(=O)(=O)Nc3ccccc3)cc21
→ 109 | 0.3
C=C(C)Oc1ccccc1OCC(=O)C(C)(C)C
→ 102 | 0.4
Cc1ccc(-c2c3c(=O)n(C)c(=O)n(C)c3c3n2-c2ccccc2NC3c2ccc(C)cc2O)cc1 (stereo not given)
→ 102 | -0.8
CN(Cc1ccccc1)C(=O)COC(=O)c1ccc(Cl)c(N)c1
→ 101 | -0.3
Cn1nc(C(=O)N2CCN(c3ccc(F)cc3)CC2)c2c1-c1ccccc1SC2
→ 108 | 0
O=c1[nH]ncc2c3ccccc3n(Cc3ccc(F)cc3)c12
→ 101 | -1.1
O=C(C1CCCN1S(=O)(=O)c1ccc2nc(-c3ccccc3)[nH]c2c1)N1CCOCC1 (stereo not given)
→ 101 | -0.2
COC(=O)c1cc(OC)c(OC)cc1NC(=S)N1CCN(c2ccccn2)CC1
→ 100 | -0.1
CCOC(=O)c1c(C)oc2nc(C)nc(NCC3CCN(Cc4ccc(C)cc4)CC3)c12
→ 107 | -0.1
CN(CC(=O)Nc1ccc(Cl)cc1)C1CCCCC1
→ 102 | 0.1
CCC(=O)N1CCc2cc(S(=O)(=O)CCC(=O)N3CCN(c4ccccc4Cl)CC3)ccc21
→ 112 | 0.7
O=C(CSc1ncnc2sccc12)NC(=O)CN1CCCC1=O
→ 103 | 0.1
Cn1cc(CN(C(=O)Nc2ccccc2)C2CCCCC2)c2ccccc21
→ 108 | 0.3
CC1(C)NC(=O)N(CC(O)Cn2c3ccccc3c3ccccc32)C1=O (stereo not given)
→ 100 | -0.2
CCSCC(=O)Nc1ccc(F)cc1
→ 104 | 0.6
CC(C)C(=O)Nc1nnc(-c2ccccc2)o1
→ 98 | -1.5
COC(=O)CC1CC(C)(C)NC(C)(C)C1
→ 106 | 0.3
Cc1nnc(C(=O)c2ccccc2)o1
→ 104 | -0.1
CC[n+]1oc(C)c2ccccc21
→ 102 | -0.1
CC1(C)CC(=O)C=C(Nc2sc3c(c2C(N)=O)CCCC3)C1
→ 105 | 0.1
COCCN1C(=O)N(c2cccc(OC)c2)C(=O)C1CC(=O)Nc1ccccc1 (stereo not given)
→ 102 | -0.3
Oc1ccccc1OCc1ccc2ccccc2n1
→ 102 | 0.2
O=C(O)C1(c2ccccc2)CCN(S(=O)(=O)c2ccccc2)CC1
→ 95 | -0.3
O=C[C@@H]1CCCN1C(=O)[C@@H]1CCCN1C(=O)OCc1ccccc1
→ 104&103 | 1.1&0.8
N#C/C(=C\c1cn(CCOc2ccccc2F)c2ccccc12)C(=O)NC1CC1
→ 101 | -0.1
COc1ccc(Cl)cc1NC(=S)N1CCCCC1CO (stereo not given)
→ 103 | 0.5
COc1ccccc1-n1cc(-c2ccc(C)cc2)nc1S(=O)(=O)CC(=O)Nc1ccccc1C(F)(F)F
→ 105 | 0.1
CCCN1C2CCCC1CC(NC(=O)c1ccccc1C)C2 (stereo not given)
→ 103 | 0.3
Cc1cc2nc3c(=O)[nH]c(=O)nc-3n(CC(O)C(O)C(O)CO)c2cc1C (stereo not given)
→ 72&65 | -2.7&-4.8
COc1ccc(-c2nc3n(n2)C(c2ccc(OC)cc2)C(C(=O)Nc2cccnc2)=C(C)N3)cc1 (stereo not given)
→ 105 | -0.1
COc1ccc(N2CC(NC(=O)c3ccc(Br)o3)CC2=O)cc1 (stereo not given)
→ 108 | 0.3
Cc1cc(C)n2ncc(C(=O)Nc3cccc(C(F)(F)F)c3)c2n1
→ 99 | -0.8

# Further records.
# Second line of a record: PV pol inh | PV pol inh FP z-score
O=C(Nc1ccc(N2CCOCC2)cc1)c1ncn[nH]1
→ 100 | -0.4
CCCCCc1c(C)c(C#N)c2nc3ccccc3n2c1-n1ccnc1
→ 100 | -0.7
Cc1cccc(N2CCN(C(=O)c3ccc4c(c3)N(Cc3cccc(Cl)c3)C(=O)c3ccccc3S4(=O)=O)CC2)c1C
→ 107 | 0.3
N#Cc1c(SCC(=O)N2CCCCC2)nsc1SCC(=O)N1CCCCC1
→ 100 | -0.4
COc1cccc(OCc2nc3ccccc3n2Cc2ccccc2C)c1
→ 105 | -0.4
CCOc1cc(C2NC(=O)c3c(sc4c3CCN(C)C4)N2)ccc1OC(=O)c1ccccc1Cl (stereo not given)
→ 110 | -0.2
Cc1ccc2c(c1)C(c1ccc(F)cc1)N(C(=O)C(C)C)CC(=O)N2 (stereo not given)
→ 104 | 0
COCC(C)NC(=O)c1ccccc1OC(C)=O (stereo not given)
→ 99 | -0.3
COc1ccccc1CNC(=O)Cc1csc2nc(-c3ccccc3)cn12
→ 109 | 0.6
O=C(CSc1nnc(-c2ccncc2)n1-c1ccccc1)NC(=O)NC1CCCC1
→ 101 | -0.1
Cc1ccc(-c2cc(N)n(-c3ccccc3)n2)cc1
→ 99 | -0.4
O=c1[nH]c2ccc(NC(=S)Nc3ccccc3)cc2[nH]1
→ 100 | 0
COc1ccccc1CCNC(=O)Cc1c(C)c2cc3c(C)coc3cc2oc1=O
→ 114 | 1.4
COc1ccc(S(N)(=O)=O)cc1C(=O)OCc1cn2cc(Cl)ccc2n1
→ 108 | -0.3
O=C(NCc1cccc(Cl)c1)c1ccc(NC(=O)N2CC3CCCN3c3ccccc32)cc1 (stereo not given)
→ 109 | 0.4
Cc1csc(NC(=O)C(C)(C)Br)n1
→ 102 | 0.2
CCC(=O)N1C(c2ccccc2)=C(C)Sc2nnc(C)n21
→ 102 | -0.2
COc1ccc(N(CC(=O)NCc2ccc(F)cc2)S(=O)(=O)c2c(C)n[nH]c2C)cc1
→ 108 | 0.6
CCCCSC1=C(C#N)C(=O)NC(CO)S1 (stereo not given)
→ 102 | 0.5
CCN(CC)S(=O)(=O)c1ccc2c(c1)nc(CCC(=O)OCCOc1ccc(C)cc1)n2C
→ 102 | -0.1
O=C(O)C1CCCN(S(=O)(=O)c2ccccc2)C1 (stereo not given)
→ 101 | -0.3
CCOCCCNC(=O)C(c1ccc(C)cc1)N(Cc1cccs1)C(=O)c1ccc(NC(C)=O)cc1 (stereo not given)
→ 104 | 0
O=C(Nc1nccs1)c1ccc(F)cc1
→ 103 | -0.1
CCCc1ccc(OCc2ccc(C(=O)NCc3cccnc3)o2)c(OC)c1
→ 108 | 0.5
O=C(/C=C/c1cccs1)N1CCN(C(=O)/C=C/c2cccs2)CC1
→ 101 | 0.3
O=C(COc1ccc(F)cc1)OCc1cc(=O)n2nc(-c3cccs3)sc2n1
→ 104 | -0.4
CCOc1ccc(C(=O)NCC(c2ccco2)S(=O)(=O)c2ccc(C)cc2)cc1 (stereo not given)
→ 102 | -1.1
CCCCOc1cc(C(=O)NCCN(CC)CC)c2ccccc2n1
→ 103&100 | 1&0.1
CCCOc1ccc(C(=O)Nc2cc3nn(-c4ccc(CC)cc4)nc3cc2C)cc1
→ 106 | 0.6
CCn1c(=O)c2cc(C(=O)NCCCN3CCN(C)CC3)sc2c2ccccc21
→ 101 | -0.3
O=C1c2ccccc2C(=O)C1(c1ccccc1)N1CCN(c2cccc(Cl)c2)CC1
→ 106 | 0.3
COc1ccc(CCN2CC(C(=O)N(C)C)CC2=O)cc1OC (stereo not given)
→ 101 | -0.1
COc1ccc2sc(N(Cc3cccnc3)C(=O)C3CCCCC3)nc2c1
→ 114 | 1.5
COC(=O)c1ccccc1NC(=O)Nc1ccc(C(=O)N2CCCC2)cc1
→ 100 | 0.1
CC(C)CNCCCN1CCOCC1
→ 101 | -0.2
CCOC(=O)c1sc(NCc2ccco2)c(-c2nc3ccccc3s2)c1N
→ 121 | 1.9
CC1Oc2ccccc2OC1=O (stereo not given)
→ 103 | 0.5
CCN(CC)S(=O)(=O)c1cccc(C(=O)OCc2nnc(-c3ccccc3)o2)c1
→ 106 | 0.4
CCCN1CCN(C(=S)Nc2ccc(S(N)(=O)=O)cc2)CC1
→ 101 | 0.4
Cc1ncc(CO)c2c1Oc1nc(-c3ccc(F)cc3)nc(SCC(=O)N3CCCCC3)c1C2
→ 109 | 0.4
Cc1ccc2oc(-c3ccc4c(c3)C(=O)N(C)C4=O)nc2c1
→ 104 | 1.2
O=CN1CCN(S(=O)(=O)c2ccc(S(=O)(=O)NC3CC3)cc2)CC1
→ 102 | 0.1
CCOC(=O)c1ccc(NC(=O)C(CC)Sc2nc3ccncc3[nH]2)cc1 (stereo not given)
→ 103 | -0.6
Cc1ccccc1CCN(Cc1cc2c(C)ccc(C)c2[nH]c1=O)C(=O)c1cnccn1
→ 100 | -0.3
CN1C(=O)CC[C@H]1c1cccnc1
→ 100&101 | 0&0.3

# 3 entries drawn at random from the list so far:
# Second line of a record: PV pol inh | PV pol inh FP z-score
CC(C)CNCCCN1CCOCC1
→ 101 | -0.2
Cc1ncc(CO)c2c1Oc1nc(-c3ccc(F)cc3)nc(SCC(=O)N3CCCCC3)c1C2
→ 109 | 0.4
COc1ccc2sc(N(Cc3cccnc3)C(=O)C3CCCCC3)nc2c1
→ 114 | 1.5

# New compounds follow
# Second line of a record: PV pol inh | PV pol inh FP z-score
COc1ccc(C2CC(SCC(=O)c3ccccc3)=Nc3ncnn32)cc1 (stereo not given)
→ 100 | -0.3
COc1ccc(NC(=O)c2ccco2)cc1NC(=O)c1cccc(C)c1OC
→ 95 | -0.8
O=C1CCc2cc(S(=O)(=O)NC(C(=O)Nc3ccc(F)cc3)c3ccccc3)ccc2N1 (stereo not given)
→ 112 | 1.3
Cn1c(=O)cc(SCC(=O)NCc2ccc(F)cc2)c2ccc(Cl)cc21
→ 108 | 0.6
O=C(NC1CC(=O)N(c2cccc(F)c2)C1)c1ccc(S(=O)(=O)N2CCCC2)cc1 (stereo not given)
→ 105 | -0.4
Cc1ccc(NC(=O)CCC(=O)N2Cc3ccccc3Oc3ncccc32)cc1Cl
→ 104 | -0.9
COc1ccc(N2CCN(C(CNC(=O)C(=O)NCCCN(C)C)c3cccnc3)CC2)cc1 (stereo not given)
→ 116 | 1.9
CCOC(=O)c1c(-c2ccccc2)oc2ccc(NS(=O)(=O)c3ccc(C)cc3)cc12
→ 106 | 0.1
CN1CCN(Cc2cc(Br)cs2)CC1
→ 102 | -0.2
CC(=O)Nc1c(C)[nH]n(-c2ccccc2)c1=O
→ 102 | 0.2
CC(=O)Nc1nonc1-c1nnc(SCc2ccc(F)cc2)n1C
→ 106 | -0.1
Cn1c(=O)c2c(-c3ccc(Br)cc3)n(CCc3ccccc3)cc2n(C)c1=O
→ 100 | -1.6
COC(=O)c1cc(OC)c(OC)cc1NC(=O)c1cnc(N(C)C)nc1C(F)(F)F
→ 104 | 0.6
CN1C(=O)C2(NC(=O)c3ccccc3O2)c2ccccc21 (stereo not given)
→ 100 | -0.4
CCN1CCN(Cc2cc(C(C)(C)C)c(O)c(C(C)(C)C)c2)CC1
→ 99 | 0.1

# Structures from the list above containing a CF3 group:
# Second line of a record: PV pol inh | PV pol inh FP z-score
O=c1[nH]c(NC2CCN(S(=O)(=O)c3ccc(C(F)(F)F)cc3)CC2)nc2c1CCCC2
→ 105 | 1
COc1ccccc1-n1cc(-c2ccc(C)cc2)nc1S(=O)(=O)CC(=O)Nc1ccccc1C(F)(F)F
→ 105 | 0.1
Cc1cc(C)n2ncc(C(=O)Nc3cccc(C(F)(F)F)c3)c2n1
→ 99 | -0.8
COC(=O)c1cc(OC)c(OC)cc1NC(=O)c1cnc(N(C)C)nc1C(F)(F)F
→ 104 | 0.6
